Assay outcomes deposited in PubChem by National Center for Advancing Translational Sciences (NCATS).
IMPase Li inh – qHTS Assay for Identifying the Cell-Membrane Permeable IMPase Inhibitors: Potentiation with Lithium; CHO-M1 cells, IP1 TR-FRET (IP-One), carbachol + lithium; Potency, µM (highest dose often 59.4 µM), inactives show at the highest dose activity, negative = IMPase inhibition, hits mostly inhibitors; hit rate 0.35% among 210,000;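 also: IP1 builds up when IMPase is blocked and the TR-FRET signal falls; plate controls were basal vehicle for no effect and high inhibitor control for full effect; nearly all actives have a fitted effect of over 50% in size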
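Concentration–response in CHO-M1 cells, lithium-potentiated; 30 min at 37C. IP1 detected by competitive TR-FRET after 10 min lysis at RT. Hill-fitted AC50.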
GAA glycogen – qHTS Assay for Inhibitors and Activators of Human alpha-Glucosidase Cleavage of Glycogen | recombinant GAA, glycogen substrate, Amplex Red glucose oxidase fluorescence | Lysosomal alpha-glucosidase (Homo sapiens), P10253 | Potency, µM (highest dose often 76.4 µM), for inactives: at the highest dose activity change, negative = inhibition, actives largely listed as inhibitors | hit rate 0.38% among 300,000;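 also: 0% = full enzyme reaction and -100% = no-enzyme basal signal; the screen sought inhibitors and activators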
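Natural-substrate format: glycogen cleavage by 4 nM human enzyme, glucose read by Amplex Red coupling (Ex 573, Em 610 nm). Normalized to enzyme and no-enzyme controls.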
GAA inh – qHTS Assay for Inhibitors of Human alpha-Glucosidase as a Potential Chaperone Treatment of Pompe Disease | Potency, µM (titrated, usually from 76.9 µM), for inactives: top-dose activity change, negative = inhibition, actives largely listed as inhibitors | AID 1466, 2008 | purified human GAA, 4-MU-alpha-glucoside fluorescence | Lysosomal alpha-glucosidase (Homo sapiens), P10253 | hit rate 0.005% among 200,000;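 also: plate controls were uninhibited enzyme wells for no effect and no-enzyme background for full effect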
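Compounds are titrated up to 77 uM against 4 nM human enzyme. Substrate 4-methylumbelliferyl-alpha-D-pyranoside (400 uM) reacts 20 min at room temperature in pH 5.0 buffer; liberated 4-methylumbelliferone is read at 440 nm.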
HTT ATP protect – qHTS Multiplex Assay to Identify Dual Action Probes in a Cell Model of Huntington: Cytoprotection (ATP); PC12 HTT-Q103 induced, cytoprotection, ATP luminescence, 40 h; Potency, µM (series often up to 56.4 µM), without a hit: cytoprotection (ATP increase), most hits filed as activators; hit rate 0.14% among 230,000;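 also: % of control where 0% means no effect; nearly all actives have a fitted effect of over 45% in size; toxic huntingtin expression switched on by the ecdysone agonist tebufenozide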
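Readout: ATPlite luminescence (ATP level). Model: stable PC12, inducible Htt exon1 Q103-GFP. Inducer: tebufenozide, 100 nM final. Compounds: dose series. No G418 in medium.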
HttQ103 aggreg – qHTS Multiplex Assay to Identify Dual Action Probes in a Cell Model of Huntington: Aggregate Formation (GFP); PC12 HttQ103-GFP aggregates, Acumen cytometry, 40 h; Potency, µM (top dose mostly 46.1 µM), for inactives: at the highest dose activity change, negative = inhibition, hits mostly inhibitors; hit rate 1.1% among 220,000; also: % is scaled to controls: 0 for no effect and ±100 for the full control effect; nearly all actives have a fitted effect of over 60% in size
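PC12/HTTQ103-GFP, ecdysone-inducible; teb 100 nM; cpd qHTS titration; GFP aggregates read on laser cytometer, Ex 488/Em 500-530 nm.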
GoLoco inh red – qHTS Assay for Inhibitors of RGS12 GoLoco Motif Activity (Red Fluorophore); hit rate 0.44% among 230,000; Gai1:RGS12 GoLoco peptide FP, rhodamine, 10 min; Potency, µM (doses to about 61.6 µM), inactives show at the highest dose activity, negative = inhibition, hits mostly inhibitors; active = well fitted inhibition curve with a large enough effect, not every such curve was filed as active; inactive = no such curve, though single readings can be large or run the other way; also: % is scaled to controls: 0 for no effect and ±100 for the full control effect; nearly all actives have a fitted effect of over 30% in size; many of its hits are not listed in these tables
Target sequence (P63096 whole entry, looked up): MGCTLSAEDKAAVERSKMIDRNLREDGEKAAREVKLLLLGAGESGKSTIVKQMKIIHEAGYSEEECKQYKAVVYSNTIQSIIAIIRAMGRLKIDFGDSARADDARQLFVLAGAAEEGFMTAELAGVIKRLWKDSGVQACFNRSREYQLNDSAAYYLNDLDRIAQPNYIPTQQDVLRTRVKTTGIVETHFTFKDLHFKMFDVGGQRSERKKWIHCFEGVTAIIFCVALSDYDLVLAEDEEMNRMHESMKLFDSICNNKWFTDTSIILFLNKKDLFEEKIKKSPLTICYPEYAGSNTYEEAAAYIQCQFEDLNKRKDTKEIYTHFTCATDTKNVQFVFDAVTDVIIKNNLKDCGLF
GAA spleen mod – qHTS Assay for Inhibitors and Activators of Human alpha-Glucosidase From Spleen Homogenate; human spleen homogenate, 4-MU-alpha-glucoside fluorescence; Potency, µM (series often up to 79.9 µM), for inactives: at the highest dose activity change, negative = inhibition, hits mostly inhibitors; hit rate 0.006% among 240,000;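 also: 0% = enzyme with vehicle and -100% = no enzyme basal signal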
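Human spleen homogenate (1 ug) with 4-methylumbelliferyl-alpha-D-glucopyranoside (1 mM final) in 50 mM citrate/phosphate pH 5.0, 0.01% Tween-20; 40 min at 37 C. Stopped at pH 10; 4-MU fluorescence Ex 365/Em 440 nm; AC50 by Hill fit.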
Active calls of the source: *; u = inconclusive; x = no result given; & = joins results of further samples; [ ] = remark or other dose. Unless noted, calls follow the shape of the dose curve; as a rule, active = well fitted curve in the direction sought with a large enough effect; inconclusive = small, poorly fitted or top-dose-only effect, or another doubt; inactive = no such curve, though single readings can be large; an effect the other way counts as inactive or inconclusive. Potency is read from the fitted curve at half-maximal effect. An excerpt. The share of hits here may be higher or lower than overall.

SMILES | IMPase Li inh | GAA glycogen | GAA inh | HTT ATP protect | HttQ103 aggreg | GoLoco inh red | GAA spleen mod
O=C(CCCCCn1c(=O)[nH]c2ccsc2c1=O)N1CCN(C2CCCCC2)CC1 | 49%[activator][38.3 µM] | 6% | u | 5% | -4% | -17% | 1%
COc1ccc(-n2nnnc2SCC(=O)Nc2ccc3c(c2)OCCO3)c(OC)c1 | 4%[38.3 µM] | -8% | -7% | 1% | -33% | 0% | 4%
Cc1ccccc1N=C1Nc2ccccc2CS1 | -13%[38.3 µM] | -2% | 0% | -28% | -32% | 7% | -10%
C/C(=N\NC(=O)c1ccccc1C)c1cccc([N+](=O)[O-])c1 | 14%[38.3 µM] | 8% | -4% | -4% | 10% | 2% | 1%
Cc1c(NS(=O)(=O)c2ccc3c(c2)c(=O)n(C)c(=O)n3C)c(=O)n(-c2ccccc2)n1C | -4%[38.3 µM] | 1% | -1% | 8% | 8%[9.22 µM] | 13% | 4%
Cc1cccc(C)c1NC(=O)C(NC(=O)CN1C(=O)c2ccccc2C1=O)c1ccccc1 (centres undefined) | -1% | 1% | 1% | -9%[10 µM] | 1% | -12% | -3%
O=C1NCCN1CCNS(=O)(=O)c1ccc(F)c(Cl)c1 | x | 0% | -4% | 0%[10 µM] | -3%[9.22 µM] | 8% | 5%
Cc1onc(-c2c(F)cccc2Cl)c1C(=O)Nc1nnc(C2CC2)s1 | 25%[38.3 µM] | 5% | -3% | -21% | -13% | 16% | 1%
Cn1ccc(NC(=O)Nc2cccc([N+](=O)[O-])c2)n1 | 3% | -6% | -12% | -5% | -6% | 2% | 1%
CSCCC(NC(=O)/C(=C/c1ccc2c(c1)OCO2)NC(=O)c1cccc([N+](=O)[O-])c1)C(=O)O (centres undefined) | -8% | 3% | 6%[15.4 µM] | -37%[inhibitor] | 5% | -11% | 18%
COc1ccc(-c2sc(NC(C)=O)nc2-c2ccccc2)cc1 | 12% | -7% | -6% | 39%[0.074 µM] | 11% | 4% | 0%
N#C/C(=C/c1ccc(F)cc1)S(=O)(=O)c1ccccc1 | x | -5% | x | -17%[10 µM] | -3%[9.22 µM] | 9% | 6%
O=C(CSc1ccccn1)Nc1ccccc1F | -1% | -5% | 1% | 4% | -5% | -4% | 4%
COCCCNC(=O)CNC(=O)c1cn(-c2ccccc2OC)c(=O)c2ccccc12 | -3% | -4% | -1% | -31%[inhibitor] | 10% | -20% | 8%
C=CCn1c(SCc2cc(=O)n3cc(C)ccc3n2)nnc1-c1ccc(F)cc1 | 2% | 5% | 3% | 15%[10 µM] | -9% | -2% | 0%
C=C[C@](C)(O)CCC1C(=C)CC(OC(C)=O)C2C(C)(C)CCCC12C (some centres undefined) | -6% | x | x | x | x | -2% | -7%
COc1ccc(S(=O)(=O)N(C)CC(=O)Nc2ccc(F)cc2)cc1 | -2%[38.3 µM] | 4% | u | -14% | 13% | 0% | -3%
c1ncc(-c2ccc3c(c2)OCO3)c(NCCc2cnc[nH]2)n1 | 15% | x | x | 18% | x | 3% | 4%
Cn1cnc2ccc([N+](=O)[O-])cc2c1=O | 1% | -3% | 10% | -20% | 28% | 14% | -1%
CC1CCN(c2cc(N(C)CCO)c([N+](=O)[O-])c3nonc23)CC1 | 3% | -11% | -10% | -26% | -15% | 9% | 1%
COc1ccc(Cl)cc1NC(=O)CCc1nc(-c2ccccc2F)no1 | 1% | -4% | -6% | -27% | -9% | -5% | -4%
O=c1c(-c2cc(F)cc(F)c2)nc2cnc(N3CCNCC3)nc2n1C1CC1 | -3% | x | x | -23% | x | -5% | 1%
Cc1cccc(-n2c(-c3csc(C(C)C)c3)n[nH]c2=S)c1 | 35%[38.3 µM] | -27% | 0% | -6% | -9% | 4% | 7%
COc1ccc(-n2cc(-c3ccc(C)cc3)[n+]3c2SCC3)cc1 | 24% | 18% | -15% | -38%[10 µM] | u | 9% | -5%
CC(C)C(=O)Nc1cccc(C(=O)NCCc2ccc(S(N)(=O)=O)cc2)c1 | 20%[38.3 µM] | 0% | -3% | -4% | 2% | -2% | -11%
COc1ccc(C(C)(C)C)cc1S(=O)(=O)n1ccnc1C | 0% | -3% | 11% | -8% | 13% | 8% | 3%
Cc1cc(C(=O)CSc2nc(N)cc(N)n2)c(C)n1-c1cccc(F)c1 | 3% | 0% | -14% | 0%[10 µM] | -10% | 5% | -4%
O=C([C@H](O)c1ccccc1)N1CCC[C@H]1CO | 0% | 8% | -9% | x | -5% | 7% | -2%
CC1CCN(CCNC(=O)CCS(=O)(=O)c2ccc(Br)cc2)CC1 | 22%[38.3 µM] | -2% | 13% | 6% | -22% | 7% | 1%
O=C(N/N=C/c1cc(Br)ccc1O)c1ccccc1Cl | -13% | 1% | -2% | x | 4µM* | 7% | 0%
CC(/C=C1\SC(=S)N(NC(=O)c2ccc(C)cc2)C1=O)=C\c1ccccc1 | 1%[38.3 µM] | -1% | 5% | 27% | 14% | 31%[activator] | -1%
Nc1ccccc1SCc1cc([N+](=O)[O-])cc2c1OCOC2 | 8%[38.3 µM] | 7% | -2% | 1% | 1% | -1% | 0%
COc1ccc(C2CC(=O)c3cc(OC)c(OC)cc32)cc1OC (centres undefined) | x | -3% | x | 13%[10 µM] | 14%[9.22 µM] | 1% | 4%
Cc1[nH]n(-c2ccccc2)c(=O)c1C=NCC1CCCO1 (centres undefined) | 1% | -2% | 7% | -57%[inhibitor] | 5% | 8% | 2%
COc1ccc(S(=O)(=O)N2CCCCCC2)cc1C(=O)OCC(=O)NC(C)(C)C | 3% | 7% | -1% | -14% | 0% | -1% | -2%
O=C(c1cc(-c2ccc(Cl)cc2)n(-c2ccc(Cl)c(Cl)c2)n1)N1CCOCC1 | 14% | 0% | -3% | 12%[10 µM] | -25% | 1% | 0%
CCOC(=O)c1c(C)nc(C)c(C(=O)OCC)c1-c1cccnc1 | x | 2% | -1% | 12%[10 µM] | 10%[9.22 µM] | 1% | -11%
COC(=O)c1ccccc1NC(=O)CSc1n[nH]c(-c2cccnc2)n1 | 1% | 16% | 7% | 18%[10 µM] | 2%[9.22 µM] | 9% | -4%
CCOc1cc(OCC)cc(C(=O)O)c1 | -7%[38.3 µM] | 4% | -11% | -16% | 13% | -13% | 2%
COc1cc(C(=O)Nc2ccc(S(=O)(=O)Nc3cc(C)on3)cc2)cc(OC)c1OC | -3%[38.3 µM] | -3% | 5% | -12%[10 µM] | 5% | 3% | -4%
O=C(CCCOc1ccc(Cl)cc1Cl)NNC(=O)C1CCC1 | -8% | 6% | -2% | -14% | 19% | 4% | -2%
O=Cc1c(NCc2ccco2)nc2ccccn2c1=O | 4% | -5% | -1% | 23%[10 µM] | 20%[9.22 µM] | 12% | 4%
Cc1c(Cl)cccc1NC(=S)N(Cc1ccccc1)Cc1cccnc1 | 5% | -8% | 2% | 0% | 0% | 6% | -1%
Cc1cccc2c(N=O)c(O)[nH]c12 | x | 1% | x | 18%[10 µM] | 14%[9.22 µM] | 23% | -4%
Cc1[nH]c2ccccc2c1Cc1n[nH]c(=S)o1 | -7%[38.3 µM] | 26% | 9% | -13% | -12% | 1% | -3%

HttQ103 aggreg: entries above that show a hit
Molecule	IMPase Li inh	GAA inh	HttQ103 aggreg	GoLoco inh red	GAA spleen mod
O=C(N/N=C/c1cc(Br)ccc1O)c1ccccc1Cl	-13%	-2%	4µM*	7%	0%

(continued)
SMILES | IMPase Li inh | GAA glycogen | GAA inh | HTT ATP protect | HttQ103 aggreg | GoLoco inh red | GAA spleen mod
O=C(CCN1CCN(C(c2ccccc2)c2ccccc2)CC1)N/N=C/c1ccc(O)cc1O | 18% | -9% | 2% | 41%[10 µM] | u | 2% | -15%
Cc1ccc(-c2nnc(SCC(=O)Nc3ccc(N4CCOCC4)cc3)o2)cc1 | -6%[38.3 µM] | 0% | 0% | 2% | -7% | 8% | -12%
COc1ccccc1CN1CCC2(CCNCC2)CC1 | 5% | x | x | -29% | x | -5% | 3%
O=C(N1CCN(CCO)CC1)N1c2ccccc2CCc2ccccc21 | x | 5% | x | 8%[10 µM] | 13%[9.22 µM] | 0% | 13%
Cc1cc(N2CCN(C)CC2)ccc1NC(=O)c1cccc(S(=O)(=O)N2CCc3ccccc3C2)c1 | 23% | -1% | 0% | -124%[inhibitor] | u | 6% | 2%
CC(C)(C(=O)Nc1nccs1)c1ccccc1 | 3% | 3% | -2% | -18% | -3% | 9% | -3%
CC(C)(C)C(=O)NC(CC(=O)O)c1ccccc1 (centres undefined) | -5% | 20% | 3% | 15%[10 µM] | 7%[9.22 µM] | 9% | -1%
COc1ccc(C2C(=O)N(CCc3ccccc3)CC(=O)N2C2CCCCC2)cc1 (centres undefined) | 32%[activator][38.3 µM] | -8% | 2% | -6% | 8% | 4% | -3%
CC1CCC(=C(C#N)c2nc(-c3cc4ccccc4oc3=O)cs2)CC1 (centres undefined) | 19%[38.3 µM] | 1% | 3% | -8%[10 µM] | -2% | 14% | -8%
COC(=O)c1c(NC(=O)CN2C(=O)NC3(CCc4ccccc4C3)C2=O)sc2c1CCCCC2 (centres undefined) | -11% | 6% | -2% | x | 6% | 13% | 0%
COC(=O)c1ccc(C23CC4(C2)[C@H](CN(Cc2ccc(-c5ccccc5)cc2)[C@@H]4c2ccccc2)C3c2ccc(Cl)nc2)cc1 (some centres undefined) | -3% | 2% | x | -29% | 11%[9.22 µM] | 15%&15% | 2%&2%

Record cards (already shown). Values in the order: IMPase Li inh, GAA glycogen, GAA inh, HTT ATP protect, HttQ103 aggreg, GoLoco inh red, GAA spleen mod
Results for `Cc1cc(C(=O)CSc2nc(N)cc(N)n2)c(C)n1-c1cccc(F)c1` : 3%, 0%, -14%, 0%[10 µM], -10%, 5%, -4%
Results for `COc1ccc(C2CC(=O)c3cc(OC)c(OC)cc32)cc1OC` (centres undefined) : x, -3%, x, 13%[10 µM], 14%[9.22 µM], 1%, 4%
Results for `COc1ccc(-c2sc(NC(C)=O)nc2-c2ccccc2)cc1` : 12%, -7%, -6%, 39%[0.074 µM], 11%, 4%, 0%
Results for `COCCCNC(=O)CNC(=O)c1cn(-c2ccccc2OC)c(=O)c2ccccc12` : -3%, -4%, -1%, -31%[inhibitor], 10%, -20%, 8%
